Compound activity: PubChem, several laboratories
TNAP inh noacc: TNAP (human) inhibition, acceptor-free conditions; AID 1012; 200,000 tested, 0.26% active; inhibition, % at 20 µM; purified TNAP, CDP-star luminescence, 30 min;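 active means tissue-nonspecific alkaline phosphatase inhibition above about 50% at 20 µM in the single-dose screen, limit read from the data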;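 further: 0% = DMSO negative control and 100% = EDTA positive control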
Target sequence (P05186 whole entry, looked up): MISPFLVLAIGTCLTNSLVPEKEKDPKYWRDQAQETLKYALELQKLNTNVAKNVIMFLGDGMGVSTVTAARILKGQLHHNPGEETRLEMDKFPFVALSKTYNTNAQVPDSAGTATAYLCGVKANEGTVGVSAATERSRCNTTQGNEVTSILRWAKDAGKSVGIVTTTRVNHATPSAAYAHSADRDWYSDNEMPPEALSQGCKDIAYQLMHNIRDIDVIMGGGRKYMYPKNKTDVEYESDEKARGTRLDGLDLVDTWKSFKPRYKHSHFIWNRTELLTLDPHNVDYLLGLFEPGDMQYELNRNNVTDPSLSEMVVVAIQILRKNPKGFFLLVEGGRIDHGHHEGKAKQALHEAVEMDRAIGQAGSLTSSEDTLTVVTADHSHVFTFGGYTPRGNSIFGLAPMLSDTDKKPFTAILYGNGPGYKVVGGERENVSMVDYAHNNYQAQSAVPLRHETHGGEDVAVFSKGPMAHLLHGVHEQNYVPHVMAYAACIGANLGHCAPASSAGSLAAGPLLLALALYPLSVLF
PMI act hi M6P: increases human PMI activity with near-saturating mannose 6-phosphate; P34949; coupled PMI enzyme assay, resazurin fluorescence, 20 min; hits give high values; 1 = untreated enzyme, 0 = substrate-free blank; activation factor at 20 µM; 190,000 tested, 0.34% active; AID 1216;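 active means activation factor of 2 or more at 20 µM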
Target sequence (P34949 whole entry, looked up): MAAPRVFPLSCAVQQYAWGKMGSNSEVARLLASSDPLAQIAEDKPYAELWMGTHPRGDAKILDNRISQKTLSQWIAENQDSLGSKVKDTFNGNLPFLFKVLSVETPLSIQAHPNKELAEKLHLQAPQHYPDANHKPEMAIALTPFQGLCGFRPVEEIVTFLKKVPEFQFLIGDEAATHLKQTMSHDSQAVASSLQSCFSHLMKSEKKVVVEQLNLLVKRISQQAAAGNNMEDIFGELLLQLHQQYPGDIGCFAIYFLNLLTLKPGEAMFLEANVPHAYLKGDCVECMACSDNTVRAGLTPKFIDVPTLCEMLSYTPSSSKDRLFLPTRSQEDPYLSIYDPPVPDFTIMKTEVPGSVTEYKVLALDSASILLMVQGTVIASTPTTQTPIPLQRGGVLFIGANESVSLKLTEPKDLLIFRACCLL
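Technique: Diaphorase-driven resazurin-to-resorufin fluorescence, excitation 544, emission 590 nm | Assay system: Human PMI in coupled enzyme assay | Times: Enzyme reaction with compound 20 min at room temperature | Medium: HEPES-buffered pH 7.4 with magnesium and detergent | Reagent: Mannose-6-phosphate 1.0 mM (near-saturating) plus 0.22 mM NADP+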
Diaphorase act: counter-screen for diaphorase-based assays: diaphorase activators and chemical reducers. Diaphorase/resazurin coupled assay, resorufin fluorescence, 16 min; hits give high values; 1 = vehicle wells, 0 = NADH-free wells. activation factor at 20 µM. 190,000 tested, 0.005% active. AID 1229;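 active means diaphorase activity raised at least twofold by the compound at 20 µM; inactive means activation factor below 2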
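Assay system: bacterial diaphorase enzyme (C. kluyveri) / Input: enzyme 0.07 U/mL final / Medium: 50 mM HEPES pH 7.4 with 4.542 mM MgCl2, 0.005% Tween 20 / Doses: single compound dose of 20 µM, 1% DMSO final / Incubation: 16 min enzyme reaction, ambient temperature / Signal: fluorescence, excitation 544 nm and emission 590 nm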
TNAP act hiacc: TNAP (human) activation, high acceptor; purified TNAP, CDP-star luminescence, 1 M DEA, 30 min; hits give high values; 0 = EDTA background, 1 = DMSO-only activity; activation factor at 20 µM; 200,000 tested, under 10 active;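 active means activation factor at least 2 at 20 µM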
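Assay system: human TNAP; Input: enzyme diluted 1/800 final; Reagent: CDP-star luminogenic substrate at 100 µM final; Timing: 30 min, room temperature; Signal: luminescence; Evaluation: TNAP activation factor scaled between EDTA and DMSO control wells.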
Diaphorase inh: diaphorase inhibition or chemical oxidation counter-screen; inhibition, % at 20 µM; 190,000 tested, 0.69% active; AID 1217; diaphorase resazurin-to-resorufin fluorescence, NADH, 16 min; bacterial (C. kluyveri) enzyme, not human;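 active means primary screen inhibition at 20 µM above a set limit, cut at about 50% in these data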;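 further: plate controls were DMSO with full reaction for no effect and wells lacking NADH for full effect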
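Detection: fluorescence of resorufin formed from resazurin, Ex 544/Em 590 nm; test system: Clostridium kluyveri diaphorase enzyme; amount: 0.14 U/mL diaphorase, enzyme working solution; times: 16-min room-temperature incubation before reading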
FLuc stim CS: firefly luciferase counter-screen for stimulation assays | P08659 | ATPlite luciferase biochemical, luminescence, 10 min; 0 = ATP-free wells, 1 = DMSO control | activation factor at 10 µM | 200,000 tested, under 10 active | AID 1027;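 active means luciferase activation factor, scaled between plate controls, of at least 2 with compound at 10 µM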
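Assay system – cell-free luciferase reagent · Medium – PBS-based ATP solution · Dosing – test compounds dosed from 2 mM stocks in 100% DMSO · Timing – 10 min, room temperature · Technique – light output (luminescence) · Measure – luminescence gain marking luciferase activators · Controls – No-ATP low control, compound-free enzyme-plus-ATP high control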
Efa HMGR inh: blocks class II HMG-CoA reductase of Enterococcus faecalis. inhibition, % at 10 µM. 190,000 tested, 0.41% active. AID 1066. purified E. faecalis HMGR, NADPH absorbance 340 nm kinetic;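 active means inhibition above a set limit, the median over all tested compounds plus 3 SD, cut at about 9.5% in these data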;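 further: enzyme runs in reverse so mevalonate oxidation gives rising NADPH absorbance; 0% = complete reaction with DMSO and 100% = background rate lacking mevalonate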
G6PDH counter: counter-screen for G6PDH assay hits: L. mesenteroides G6PDH inhibition | Purified L. mesenteroides G6PDH, diaphorase/resazurin coupled fluorescence, 45 min | inhibition, % at 5 µM | 200,000 tested, 0.12% active; in the data active means inhibition above about 50%
PMI activator: activators of human phosphomannose isomerase; P34949; purified human PMI, coupled resazurin fluorescence, 20 min; hits give high values; 1 = vehicle control, 0 substrate-free wells; activation factor at 20 µM; 190,000 tested, 0.005% active; AID 1214;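 active means activation factor of 2 or more at 20 µM, relative to plate controls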
TNAP inh hiacc: blocks human TNAP under high phosphate acceptor concentration | purified TNAP, CDP-star luminescence, 1 M DEA | P05186 | inhibition, % at 20 µM | 200,000 tested, 0.03% active | AID 1135;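 active means over 50% inhibition of tissue-nonspecific alkaline phosphatase at 20 µM in the single-dose screen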;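 further: plate controls were DMSO wells for no effect and EDTA-quenched wells as full inhibition for full effect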
* hit, by the source's call.

SMILES	TNAP inh noacc	PMI act hi M6P	Diaphorase act	TNAP act hiacc	Diaphorase inh	FLuc stim CS	Efa HMGR inh	G6PDH counter	PMI activator	TNAP inh hiacc
Cc1cc(=O)oc2cc(OCC(=O)N3CCc4ccccc4C3)ccc12	2	0.9	0.8	1	21	1.1	-8	2	1	-2
Cc1cc(NC(=O)c2ccc3c(c2)OCCO3)ccc1NC(=O)c1ccco1	-2	1.1	1.2	1	-20	0.2	1	5	1.1	0
O=C(OCC#CCSc1nnc(-c2ccncc2)o1)c1sc2ccccc2c1Cl	-1	1	0.9	1	6	1	1	5	1	1
CCOC(=O)/C=C1\SCC(=O)N1CC(=O)NC(C)C	-16	1	0.8	1.1	20	1	-1	2	0.9	-12
Cc1cc(N2CCN(C)CC2)nc2ccc(NC(=O)c3ccc(Br)o3)cc12	-5	0.9	1	1	-1	1	3	5	0.8	-3
O=C(CSc1nc2cc3ccccc3cc2[nH]1)Nc1ccc(F)cc1	-9	0.9	0.8	1.1	25	1.1	-5	-26	0.9	-6
CCCCCn1c(CNC(=O)COC)nc2ccccc21	-2	1	0.9	1.1	7	1.1	-4	-9	1	-5
CS(=O)(=O)N(CC(=O)NCCSCc1ccccc1)c1ccc2c(c1)OCO2	-7	1	0.8	1	16	1	0	4	1	2
COc1ccc(NC(=S)Nc2cnc3ccccc3c2)c(OC)c1	-1	0.8	0.8	1	17	0.7	-1	-5	0.9	-4
CCN(CC)C(=O)CSc1nc(O)cc(=O)n1CC	-8	1	0.9	1	6	1	2	3	1	1

Among those listed so far, three contain an aryl thioether with sulfur outside any ring.
SMILES	TNAP inh noacc	PMI act hi M6P	Diaphorase act	TNAP act hiacc	Diaphorase inh	FLuc stim CS	Efa HMGR inh	G6PDH counter	PMI activator	TNAP inh hiacc
O=C(OCC#CCSc1nnc(-c2ccncc2)o1)c1sc2ccccc2c1Cl	-1	1	0.9	1	6	1	1	5	1	1
O=C(CSc1nc2cc3ccccc3cc2[nH]1)Nc1ccc(F)cc1	-9	0.9	0.8	1.1	25	1.1	-5	-26	0.9	-6
CCN(CC)C(=O)CSc1nc(O)cc(=O)n1CC	-8	1	0.9	1	6	1	2	3	1	1

(listing goes on)
SMILES	TNAP inh noacc	PMI act hi M6P	Diaphorase act	TNAP act hiacc	Diaphorase inh	FLuc stim CS	Efa HMGR inh	G6PDH counter	PMI activator	TNAP inh hiacc
COc1ccc(C(=O)Nc2nc3ccccc3[nH]2)cc1OC	-11	1	1	1	-1	0.7	0	4	1	1
c1ccc2c(c1)oc1c(NCc3ccc4c(c3)OCO4)ncnc12	5	1	0.9	1.1	12	1	-4	8	1	-6
Cc1cc(NC(=O)COc2cccc(C)c2C)no1	-13	1	0.8	1	18	0.9	-3	-11	0.9	0
COc1ccc(NC(=O)CN(C2CCCCC2)S(C)(=O)=O)cc1Cl	-16	1	0.9	1.1	10	1.1	2	6	1	-6
COc1ccc(CCNC(=O)Cn2cnc3sc(C)c(-c4ccc(F)cc4)c3c2=O)cc1OC	-1	0.9	1	1	4	1.1	-3	4	1	0
CCOc1ccc(N(CC(=O)Nc2ccc(OC)cc2)S(C)(=O)=O)cc1	-10	0.9	0.8	1	16	1	-4	-6	0.9	-5
CCN(c1ccccc1)S(=O)(=O)c1ccc(NCC2COc3ccccc3O2)nc1 (configuration not stated)	-9	1	0.8	1	16	1	1	13	1.1	-3
O=C1N=C(N2CCOCC2)S/C1=C/c1cccs1	-9	1	0.8	1	18	0.8	0	0	1	-3
Cc1cc(NC(=O)CSc2nc3cc(Cl)ccc3c(=O)n2Cc2ccco2)no1	-7	0.9	0.9	1	7	1	-6	-4	0.9	-2
COc1ccc(C(=O)/C=C/N(C)C)cc1OC	1	0.9	0.9	1	8	1	-2	8	1	-3
Cc1ccc(C(=O)N/C(=C\c2cccs2)C(=O)NCCc2c[nH]c3ccccc23)cc1	4	0.9	0.8	1	16	1.1	-8	-5	0.8	3
COc1ccccc1NC(=O)CC(c1ccc(OC(C)C)cc1)c1ccccc1OC (configuration not stated)	-7	0.9	0.8	1	22	1	-3	23	0.8	-3
Cc1ccccc1OCC(=O)NNC(=O)c1ccc(-c2ccccc2)cc1	-94	0.9	1	1	2	1	-10	-25	0.9	0
O=C(CO/N=C/c1ccccc1OC(F)F)N1CCc2ccccc21	-17	1	1	1	4	1	3	16	0.9	3
COc1cc(NC(=O)C2CCC(CNc3c(N4CCCCC4)c(=O)c3=O)CC2)cc(OC)c1 (configuration not stated)	-18	0.9	0.9	1	11	1	-5	-19	0.8	2
CCOC(=O)c1cnc2ccc(C)cc2c1Sc1ccccc1	5	0.9	0.9	1	12	1.1	2	-14	0.9	-4
COc1ccc(NC(=S)N2CCN(Cc3ccccc3)CC2)c(OC)c1	-17	1	0.9	1.1	12	1	-4	5	1	-6
Cc1onc(-c2ccccc2)c1C(=O)Nc1ccccc1N1CCOCC1	-9	0.8	0.8	1	23	1	-3	32	0.8	-3
O=C(O)CCCN1C(=O)C(=O)/C(=C(/O)c2ccccc2)C1/C=C/c1ccccc1 (configuration not stated)	-11	1	0.8	1.1	17	1.1	-7	7	1.1	-6
Cc1ccc(S(=O)(=O)N2CCCCC2)cc1NC(=O)Nc1ccc(Cl)cc1Cl	-8	0.9	0.9	1	10	1	-2	-2	0.9	-2
Cc1ccc(-c2nn(-c3ccccc3)cc2/C=N/NS(=O)(=O)c2ccccc2)cc1	2	0.8	0.7	1	33	1.1	-1	1	0.8	-2
Cc1ccccc1-c1ccccc1N	-2	1	0.9	1	5	1	1	16	1.1	-4
CCCn1c(N)c(C(=O)COc2ccc(Br)cc2F)c(=O)n(C)c1=O	-1	1.1	1.1	1.1	-6	1.1	4	4	1.2	-6
CNC(=O)NC(=O)COC(=O)/C=C/c1cccc(Br)c1	-3	1	1.1	1	-5	1	0	3	0.9	0
CC1=C(C(=O)Nc2ccccc2)C(c2cccs2)C(C#N)=C(SCC#N)N1 (configuration not stated)	-7	1.2	0.9	1	8	1.1	1	1	1.1	-3
Cc1sc(NC(=O)CSc2nnc3scc(-c4ccccc4)n23)c(C#N)c1C	-12	1	1	1	4	1.1	0	1	1	-3
Cc1nnc(NC(=O)NCN2C(=O)C3C4C=CC(C4)C3C2=O)s1 (configuration not stated)	-2	1.1	0.9	1.1	10	1.1	-1	8	1	-6
S=C(Nc1ccccc1Cl)NC1CCN(Cc2ccccc2)CC1	3	1	0.9	1	7	1	1	-3	0.9	4
CCn1c(CSc2nc3ccccc3s2)nnc1SCC(=O)NCC(=O)OC	-6	1	0.9	1	10	1	2	3	1	0
CCOC(=O)C1CCCN(c2c(Nc3ccc(C)c(C)c3)c(=O)c2=O)C1 (configuration not stated)	-13	0.9	0.8	1.1	25	1.1	2	-24	0.9	-6
O=C(CSc1nnc(Cn2c(=O)sc3ccccc32)n1CCc1ccccc1)N1CCOCC1	-7	0.9	0.8	1.1	16	1.1	0	6	0.9	-5
Cc1cc(Sc2nc(NC(C)(C)C)nc(N3CCOCC3)n2)nc(Cl)n1	-12	1	0.9	1	8	1.1	-2	-12	0.9	-2
O=C(O)CC1Sc2ccccc2NC1=O (configuration not stated)	-8	1.1	1	1	-4	1	-5	5	1.1	-1
CCOC(=O)Cc1csc(NC(=O)c2ccoc2C)n1	-2	1	1	1	1	1	-2	-9	0.9	-3
Cc1ccc(Nc2nc(NCc3ccco3)c3ccccc3n2)cc1	-6	1.1	1.3	1.1	-33	0.9	-2	8	1.1	-6
O=C(NCc1cccnc1)c1cccc(F)c1	-5	0.9	0.9	1	14	1.1	4	6	0.9	0
Brc1ccc(Oc2nnnn2-c2ccccc2)cc1	-21	1.1	1	1.1	4	1	0	7	1	-7
Clc1ccccc1CSc1nc2ccncc2[nH]1	-23	0.7	0.9	1	11	0.1	-4	0	1	-4
CCCCC(=O)Nc1cccc(NC(=S)NC(C)=O)c1	-12	1.1	1	1	3	1	-5	-3	1	2
COc1ccc(Cn2c(-c3ccc(Br)cc3)c[n+]3ccccc23)cc1	-5	1.1	0.9	1	11	0.8	-1	0	1	-2
CCCCN1C(=O)c2ccc(C(=O)Nc3ccc(S(=O)(=O)N(C)C)cc3)cc2C1=O	2	1	0.9	1	12	1	-2	11	1	3
Cc1cc([N+](=O)[O-])ccc1NC(=O)/C=C/c1cccs1	-6	1	0.9	1	6	1	2	-23	0.9	4
CC(C)CCN(C(=O)Cc1ccccc1F)c1c(N)n(Cc2ccccc2)c(=O)[nH]c1=O	-9	1	1	1	5	1	-2	1	1	3
Cc1ccc2cc(CCNC(=O)c3ccco3)c(=O)[nH]c2c1C	-2	1	0.8	1.1	24	1	-5	9	1	-7
CC(C)(C)NS(=O)(=O)c1ccc(OCC(=O)NCCC2=CCCCC2)cc1	16	1	0.9	1.1	10	1.1	-1	3	1.1	-6
COc1cccc(C(=O)NNC(=O)Cc2cccs2)c1	-11	1	0.9	1	8	1	0	2	1	-4
COC(=O)C(CSCc1ccccc1)NC(=O)CSc1nc(N)cc(=O)[nH]1 (configuration not stated)	4	1	1.1	1.1	-11	1.1	4	5	1.1	-7
CCSc1nnc2c(n1)OC1(CCCC1)Nc1ccccc1-2	-2	1	0.8	1	20	1	5	5	1	-5
COc1cc(OC)cc(C(=O)NCc2n[nH]c(=S)n2-c2ccccc2OC)c1	2	0.9	0.7	1	28	1	-6	-2	0.9	-3
O=S(=O)(Nc1cccc(-c2cn3c(n2)SCC3)c1)c1cccs1	-7	1.1	1	1.1	-1	1	-2	3	1.2	-6
Further records:
SMILES	TNAP inh noacc	PMI act hi M6P	Diaphorase act	TNAP act hiacc	Diaphorase inh	FLuc stim CS	Efa HMGR inh	G6PDH counter	PMI activator	TNAP inh hiacc
CC(=O)Nc1cccc(OCC(=O)Nc2ccc(F)cc2)c1	-10	0.9	0.9	1	15	1	-2	-2	0.9	-1
CC(=O)c1ccc(OCC(O)CN2CCN(Cc3ccc4c(c3)OCO4)CC2)cc1 (configuration not stated)	-17	0.9	0.8	1	18	1.1	0	-18	0.9	-5
O=C(Nc1nnc(Cc2ccccc2)s1)c1cnccn1	-3	1	1	1	4	0.9	-11	15	1	2
O=C(NCCCc1ccccc1)c1cccs1	-9	1	0.9	1	10	1.1	1	16	0.9	-1
